# CCR6 antagonist: CCR6 (human) receptor antagonism. P51684. CHO-K1 CCR6 PathHunter beta-arrestin, luminescence, CCL20-stimulated. inhibition, % at 20 µM. hit rate 0.49% among 340,000;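 active = compounds whose inhibition of the agonist-driven luminescence signal at 20 µM reaches about 50%, limit read from the data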;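 note: cells stimulated with CCL20 at 14 nM final; plate controls were DMSO with CCL20 for no effect and DMSO without agonist for full effect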
# Target sequence (P51684 whole entry, looked up): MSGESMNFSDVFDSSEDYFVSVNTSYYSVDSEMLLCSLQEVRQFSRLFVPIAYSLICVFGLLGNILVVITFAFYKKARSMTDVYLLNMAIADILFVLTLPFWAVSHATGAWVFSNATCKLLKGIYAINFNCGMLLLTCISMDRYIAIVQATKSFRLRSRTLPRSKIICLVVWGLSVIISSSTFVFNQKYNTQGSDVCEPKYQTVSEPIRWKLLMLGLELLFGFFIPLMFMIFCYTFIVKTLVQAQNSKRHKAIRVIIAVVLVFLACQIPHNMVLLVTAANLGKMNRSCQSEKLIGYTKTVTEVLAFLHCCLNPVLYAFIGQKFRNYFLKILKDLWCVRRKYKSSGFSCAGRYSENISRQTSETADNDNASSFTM
# CHOP UPR activ: apoptotic UPR (CHOP) activation | CHO-CHOP luciferase reporter, luminescence; percent of tunicamycin response over DMSO baseline | activation, % at 10 µM | hit rate 0.34% among 330,000 | AID 449763;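 active = at 10 µM dose, activation of 40% or more, normalized to positive control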;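 note: 100% = tunicamycin at 10 µg/mL and 0% = DMSO alone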
#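 Test system: CHO CHOP reporter cells. Input: 500 CHO-CHOP cells per well. Medium: F12 with 10% FBS. Technique: luciferase luminescence. Measure: percent activation relative to tunicamycin control. Dosing: 10 µM compound, 0.5% DMSO. Timing: 16-18 h cell attachment, then 6 h compound exposure, 37 °C.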
# 697 NFkB inh: inhibitors of the PMA/ionomycin-induced NF-kB reporter in 697 B cells. inhibition, % at 4 µM. hit rate 0.33% among 330,000. 697 B-cell NF-kB luciferase reporter, 16 h; in the data active = inhibition above about 35%
# EBI2 antag: blocks human EBI2 receptor beta-arrestin signaling. P32249. EBI2 beta-arrestin recruitment, luminescence, 7a,25-OHC stimulated. inhibition, % at 5 µM. hit rate 0.81% among 360,000. AID 651636; in the data active = inhibition above about 38%;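 note: enzyme fragment complementation signal reports receptor beta-arrestin coupling in cells; 0% = agonist plus DMSO wells and 100% = wells without agonist; some results beyond the cut were filed as inactive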
# Target sequence (P32249 whole entry, looked up, the tested form may be a part): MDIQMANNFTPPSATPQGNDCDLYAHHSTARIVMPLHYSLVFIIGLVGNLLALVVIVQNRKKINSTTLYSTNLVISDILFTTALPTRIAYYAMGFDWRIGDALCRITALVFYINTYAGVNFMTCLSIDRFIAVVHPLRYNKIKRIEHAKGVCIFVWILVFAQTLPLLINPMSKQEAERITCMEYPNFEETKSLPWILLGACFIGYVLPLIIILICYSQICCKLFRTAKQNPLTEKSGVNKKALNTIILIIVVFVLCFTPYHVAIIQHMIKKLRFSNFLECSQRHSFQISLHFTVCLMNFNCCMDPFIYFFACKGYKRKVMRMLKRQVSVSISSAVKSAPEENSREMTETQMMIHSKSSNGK
# Mdm2 MdmX PPI: human Mdm2/MdmX binding inhibition; hit rate 3% among 330,000; O15151+Q00987; inhibition, % at 8 µM; SaOS-2 split-luciferase Mdm2/MdmX complementation, luminescence;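 active = inhibition of at least 50% at 8 µM in the primary screen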
# XBP1 UPR activ: activators of adaptive arm of unfolded protein response (XBP1) | hit rate 0.33% among 330,000 | CHO-XBP1 luciferase reporter, IRE1-XBP1 UPR activation, luminescence; percent of tunicamycin response, DMSO as zero | activation, % at 20 µM;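 active = versus positive control, 20 µM dose yields 30% or more activation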;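 note: 100% = tunicamycin at 10 µg/mL and 0% = DMSO only wells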
#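 Signal: luciferase luminescence; Assay system: CHO-XBP1 luciferase reporter cells; Amount: one thousand reporter cells per well; Dosing: 20 µM single concentration, DMSO 1%; Benchmarks: high control tunicamycin 10 µg/mL final, low control DMSO vehicle only; Schedule: 6 h compound exposure at 37 °C, 5% CO2; Evaluation: percent activation relative to tunicamycin reference.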
# CXCR6 block: inhibitors of human CXCR6 receptor; O00574; CHO-K1 PathHunter CXCR6 beta-arrestin, luminescence; inhibition, % at 20 µM; hit rate 0.36% among 360,000; AID 602244; in the data active = inhibition above about 34%, passing the limit was not always enough;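 note: antagonist mode with CXCL16 agonist at 10 nM final; 0% = 10 nM CXCL16 with DMSO and 100% = unstimulated wells without agonist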
# Target sequence (O00574 whole entry, looked up): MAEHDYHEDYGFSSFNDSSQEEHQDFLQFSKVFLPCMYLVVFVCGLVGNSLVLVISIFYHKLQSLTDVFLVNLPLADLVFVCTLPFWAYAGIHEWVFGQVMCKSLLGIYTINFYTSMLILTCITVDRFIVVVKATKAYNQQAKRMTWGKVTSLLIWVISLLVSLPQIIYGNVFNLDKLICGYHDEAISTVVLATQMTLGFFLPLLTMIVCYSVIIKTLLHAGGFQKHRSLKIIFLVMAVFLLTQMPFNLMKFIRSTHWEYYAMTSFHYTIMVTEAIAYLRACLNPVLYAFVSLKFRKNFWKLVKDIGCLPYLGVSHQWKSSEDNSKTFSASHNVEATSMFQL
# Jurkat NFkB inh: inhibitors of the PMA/ionomycin-induced NF-kB reporter in Jurkat cells; PMA/ionomycin-induced NF-kB luciferase reporter, luminescence; hit rate 0.53% among 330,000; inhibition, % at 4 µM; in the data active = inhibition above about 50%
# Gli-Sufu block: blocks Gli-Sufu signaling in a luciferase reporter | Sufu-KO-LIGHT fibroblasts, Gli luciferase reporter luminescence | inhibition, % at 5 µM | hit rate 0.74% among 340,000 | AID 588413;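 active = inhibition above about 55%, limit read from the data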;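 note: 0% = DMSO-treated cells and 100% = wells with medium but no cells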
# Active calls of the source: *; / = not tested or not shown. Not all compounds are listed; the hit share may differ from the screen's.
canonical_smiles	CCR6 antagonist	CHOP UPR activ	697 NFkB inh	EBI2 antag	Mdm2 MdmX PPI	XBP1 UPR activ	CXCR6 block	Jurkat NFkB inh	Gli-Sufu block
CC(=O)OC(C)(C)/C=C/C(=O)[C@](C)(O)C1[C@H](O)C[C@@]2(C)C3CC=C4C(C[C@H](O)C(=O)C4(C)C)[C@]3(C)C(=O)C[C@]12C (stereo partly drawn)	25.6	36.3	55.7*	-81.9	99.7*	-4.5	16.8	92.4*	84.7*
CC1=C(C(=O)N2CCC3(CC2)OCCO3)C2(CCC(C)CC2)OC1=O (stereo not drawn)	5.5	-1.5	7.5	-1.5	-15.3	-1.3	2.4	-8.9	-14.3
CCCc1nc2ccccc2c(=O)n1-c1ccc(O)cc1	9.7	-0.3	-9.5	-2.1	10.8	-1.6	-0.7	-1.7	5.2
COC(=O)C1=C(c2cccc(OC)c2OC)C[C@@H]2CC[C@H]1N2C(=O)NCc1ccco1	5.5	1.3	-14.8	-12.4	5.4	5.3	-3.5	1.5	-2.6
C=CC(=O)OCCO	7.5	/	/	-11.2	/	/	-1.2	/	0.3
Cn1c(=O)c2c(nc(N/N=C/c3c(O)n(C4CCCCC4)c(=S)[nH]c3=O)n2C)n(C)c1=O	7.2	-0.9	14.7	3.3	27.2	0.5	11.8	12.9	-4.7
COC(=O)C1=C(c2cccc(OCc3ccccc3)c2)C[C@@H]2CC[C@H]1N2C(=O)NCc1ccc(OC)cc1	23.4	2.0	-7.9	17.2	26.8	1.7	-2.5	4.7	18.0
COP(=O)(NC(C)=O)SC (stereo not drawn)	-11.3	/	/	3.3	/	/	-3.0	/	0.1
CCCCn1c(O)c(C=NCCCn2ccnc2)c(=O)[nH]c1=O	1.4	-2.7	8.4	2.2	17.8	-8.6	-6.2	-9.5	5.4
O=C(COC(=O)Cc1ccccc1)Nc1cc(S(=O)(=O)N2CCOCC2)ccc1N1CCCC1	6.6	0.9	-4.5	6.4	-5.3	-3.8	4.3	-6.9	-2.4
COC(=O)C1=Nc2ccccc2/C1=C\c1c(O)n(-c2cc(OC)ccc2OC)c(=O)[nH]c1=O	13.6	-1.4	-18.9	6.2	11.7	-4.8	-8.0	2.1	-1.9
CC1CN=C(Nc2ccccc2)S1 (stereo not drawn)	0.5	-0.2	-17.6	-5.2	4.9	-4.6	3.8	-2.7	0.2
OC1C2CN3CN(C2)CC1(c1ccccc1)C3 (stereo not drawn)	1.9	/	/	2.4	/	/	5.7	/	-0.5
N[C@@H](Cc1cc(Br)c(O)c(Br)c1)C(=O)O	/	0.9	-11.6	/	-19.9	-6.5	/	7.8	/
COc1ccc(CCNC(=O)COC(=O)Cc2ccccc2)cc1	4.3	-1.7	-16.2	-3.3	1.3	-0.6	8.6	-13.1	-15.8
COc1cc2c(cc1O)C[C@H]1c3c(cc(O)c(OC)c3-2)CCN1C	4.9	0.5	4.9	-4.1	11.6	-9.4	-8.7	9.1	-2.9
C#CC[N+]1(C)[C@@H]2CC(OC(=O)C(CO)c3ccccc3)C[C@H]1C(O)C2 (stereo partly drawn)	9.0	6.5	-5.0	-12.3	-17.0	-2.5	2.5	-0.2	3.6
CCCC[n+]1cc(=N)o[n-]1	2.1	0.8	-60.7	-0.8	-6.7	-2.2	-7.0	2.6	-1.1
O=P(Oc1ccccc1)(Oc1ccccc1)N1CCN(c2ccc(F)cc2)CC1	21.8	-0.1	-10.4	5.1	29.7	-6.0	7.2	-1.1	5.8
CC1(O)CCN2C(=O)CCc3cccc1c32 (stereo not drawn)	4.3	-0.7	-6.0	-1.7	20.7	-3.4	-10.6	-6.8	23.3
CCOc1ccc(-c2cc(C)[n+](CCN3CCOCC3)c(-c3ccc(OCC)cc3)c2)cc1	6.7	1.6	-37.1	3.0	23.7	1.0	-1.4	-19.7	8.9
CCNC(=O)NNC(=O)C1CC(c2cccnc2)=NO1 (stereo not drawn)	4.0	1.3	11.7	3.4	5.3	-2.0	1.7	10.3	-4.3
CNC(=O)N(C)c1ccc(C(O)(C(=O)OC)C(F)(F)F)cc1 (stereo not drawn)	10.3	1.6	-0.6	4.0	5.4	-5.9	-10.0	-11.8	8.4
COc1cccc(OC)c1CN1CCCC(C(=O)c2cccc(Cl)c2)C1 (stereo not drawn)	4.7	-0.3	-10.0	-5.6	12.7	0.3	9.3	34.0	24.7
Cc1ccccc1C(O)(Cc1ccccc1)C1CN2CCC1CC2 (stereo not drawn)	17.6	2.0	3.1	-8.6	53.8*	-0.1	5.5	2.7	12.8

canonical_smiles	CCR6 antagonist	CHOP UPR activ	697 NFkB inh	EBI2 antag	Mdm2 MdmX PPI	XBP1 UPR activ	CXCR6 block	Jurkat NFkB inh	Gli-Sufu block
CCOC(=O)c1cccc(-[n+]2c(-c3ccccc3)cc(-c3ccccc3)cc2-c2ccccc2)c1	12.6	0.0	-53.0	-0.6	88.7*	-5.5	2.4	14.6	33.2
Cc1ccc(N)c(C(=O)c2ccccc2)c1	14.9	0.1	13.8	9.1	14.7	-1.1	-2.3	-8.6	-2.9
O=C1NC(=O)N(c2ccccc2)C(=O)/C1=C/c1coc2ccc(O)cc2c1=O	-11.3	0.6	14.5	2.1	21.9	-1.3	-5.8	0.5	1.1
Clc1ccc(-c2nc3ccc(Cl)cn3c2CN2CCCCC2)cc1	31.3	/	/	19.7	/	/	9.5	/	12.4
O=C(c1sc2ccccc2c1Cl)N1CCC2(CC1)OCCO2	0.2	-1.1	5.0	9.7	-26.2	-1.4	-0.1	-3.0	3.4
Nc1c2c(nc3sc4c(c13)CCCC4)CCCC2	14.4	2.4	-75.9	15.2	-17.8	3.0	-5.0	-42.6	-16.9
CCOc1cc(/C=C2\C(=O)NC(=O)N(C)C2=O)cc([N+](=O)[O-])c1O	5.5	-0.7	-4.2	-12.8	0.9	-3.1	18.3	-11.6	2.2
Oc1cc2c(cc1CN1CCN(c3ccccc3)CC1)OCO2	1.4	1.2	-2.7	-2.4	-17.7	-1.9	5.6	5.8	-23.8
Cc1cccc(C)c1NC1=NCCCCS1	-3.2	3.1	4.9	-13.1	11.9	-0.8	2.8	0.2	11.6
COc1ccc(OC)c(N=Cc2c(O)[nH]c(=O)[nH]c2=O)c1	0.0	0.1	4.2	2.7	14.6	-1.0	0.3	-12.6	4.7
CCN(CC)P(=O)(c1n(CC)cc[n+]1CC)N(CC)CC	13.2	-0.2	12.1	5.7	16.4	-1.2	3.2	-6.0	-2.4
COCCn1c(-c2ccccc2)cc(C(=O)O)c1C	2.5	1.8	-15.3	-13.6	18.6	1.5	-1.2	-8.7	-9.9
COC(=O)C1=C(c2ccc(F)cc2OCc2ccccc2)C[C@@H]2CC[C@H]1N2C(=O)NCc1ccc(C(C)(C)C)cc1	10.8	6.0	4.5	24.3	48.4	-3.7	9.5	2.3	13.2
COc1ccc(CCNCC2CCCO2)cc1 (stereo not drawn)	-6.2	0.2	2.9	5.4	7.1	1.1	-0.7	16.8	7.8
O=C(c1ccc2c3c(cccc13)CC2)C1CCCN(CC2CC2)C1 (stereo not drawn)	-1.5	-1.7	-3.8	3.0	20.1	-2.0	-14.3	7.5	/
COCCNP(=O)(c1ccccc1)c1nc2ccccc2s1 (stereo not drawn)	/	0.2	-24.8	/	-13.3	0.5	/	-19.5	/
Cc1cccc(NP(C)(=O)c2nc3c(s2)CCCC3)c1 (stereo not drawn)	5.7	-1.1	5.7	-1.9	-11.6	3.8	2.3	9.4	-23.2
C[N+]12CCC(CC1)C(=C(c1ccccc1)c1ccccc1)C2	-2.9	1.0	9.2	-16.9	9.1	-1.9	1.8	6.4	-18.2
COc1cc(CC(=O)N2C[C@H]3C[C@@H](C2)c2cccc(=O)n2C3)cc(OC)c1OC	-5.6	1.1	20.1	7.0	9.8	-2.1	5.9	11.9	-20.8
CN(C)CC#CCOCCOCCC#N	-1.1	2.9	7.5	-7.9	-1.5	-7.8	-3.5	-9.6	-6.1
COC(=O)C1=C(c2ccc(F)cc2F)C[C@@H]2CC[C@H]1N2C(=O)N1CCC(O)(c2ccc(Cl)cc2)CC1	17.8	-0.5	12.5	15.8	22.5	-0.5	-4.4	9.5	-0.8
Cc1ccccc1-n1c(O)c(C=NCCN2CCOCC2)c(=O)[nH]c1=O	7.3	1.0	19.6	-5.3	-9.6	-6.0	5.5	3.0	-3.9
CCCCOc1nc2ccccc2c(=O)n1-c1ccccc1	18.8	-0.4	-4.1	9.9	-14.1	2.7	0.4	-1.5	7.8
O=P(NS(=O)(=O)c1ccccc1)(Oc1ccccc1)Oc1ccccc1	-7.8	-3.1	19.9	1.2	15.0	-2.1	3.1	-7.9	7.3
CCC(C)n1c(O)c(C=NCCN2CCOCC2)c(=O)[nH]c1=S (stereo not drawn)	11.1	3.4	6.5	6.3	-3.7	0.8	1.4	9.1	-1.8

# A draw from above in order of number of heavy atoms, low to high.
canonical_smiles	CCR6 antagonist	CHOP UPR activ	697 NFkB inh	EBI2 antag	Mdm2 MdmX PPI	XBP1 UPR activ	CXCR6 block	Jurkat NFkB inh	Gli-Sufu block
COCCn1c(-c2ccccc2)cc(C(=O)O)c1C	2.5	1.8	-15.3	-13.6	18.6	1.5	-1.2	-8.7	-9.9
Oc1cc2c(cc1CN1CCN(c3ccccc3)CC1)OCO2	1.4	1.2	-2.7	-2.4	-17.7	-1.9	5.6	5.8	-23.8
O=P(NS(=O)(=O)c1ccccc1)(Oc1ccccc1)Oc1ccccc1	-7.8	-3.1	19.9	1.2	15.0	-2.1	3.1	-7.9	7.3

# The list goes on:
canonical_smiles	CCR6 antagonist	CHOP UPR activ	697 NFkB inh	EBI2 antag	Mdm2 MdmX PPI	XBP1 UPR activ	CXCR6 block	Jurkat NFkB inh	Gli-Sufu block
CC(=O)N1CCN(c2ccc([N+](=O)[O-])cc2C=C2C(=O)NC(=O)NC2=O)CC1	-9.4	-0.9	-3.5	-2.2	-14.2	-1.2	-3.7	8.9	-7.2
CN1CCN(C(=O)COc2ccc3ccccc3c2Br)CC1	-12.2	0.7	1.6	1.9	-30.8	-1.1	-4.5	-1.0	1.1
NS(=O)(=O)c1ccc(N=Cc2c(O)n(-c3ccccc3)c(=O)[nH]c2=O)cc1	15.1	-2.9	10.4	-11.3	8.9	-4.2	-5.1	-5.8	-1.2
CCOC(=O)C1CN(C)CCC1=O (stereo not drawn)	0.3	-0.9	13.8	-6.3	8.2	-4.5	-9.2	7.7	-1.1
O=C(O)c1nonc1-c1nonc1C(=O)O	6.4	-0.4	0.8	-8.6	17.8	-1.8	7.8	10.0	1.9
Cc1cccc(-n2c(CN3C(=O)c4ccccc4C3=O)nc3ccccc3c2=O)n1	13.0	-2.3	-0.3	-3.8	9.1	-1.6	0.4	-12.4	3.0
O=P(Nc1cccnc1)(Oc1ccccc1)Oc1ccccc1	-3.4	-1.3	-0.5	-2.2	7.2	-2.7	-0.4	7.8	-8.4
Cc1ccc(N2CCN(CCc3ccccc3)CC2)cc1	-4.0	-0.2	-9.6	1.3	-3.3	-2.9	-5.0	-7.8	13.9
CC(=O)Nc1ccc(C(=O)OCC(=O)Nc2ccc(Cl)cc2C(=O)c2ccccc2)cc1	1.2	0.3	-17.4	7.5	1.3	0.2	6.8	-6.2	4.2
CC(=O)N1CN2CN(C1)CN(C(C)=O)C2	-14.8	0.0	19.4	-6.1	1.3	-2.8	-3.9	2.0	3.2
C/C(=C/C=C/[C@@H](C)C(=O)O)[C@H]1CN[C@H](C(=O)O)[C@H]1CC(=O)O	-1.0	0.1	32.4	-9.8	16.2	-3.2	1.5	5.3	3.3

# Compound activity from PubChem.
